Compound activity (PubChem BioAssay)
CAL PDZ inh: inhibitors of human CAL PDZ peptide binding. Q9HD26. purified CAL PDZ, TMR-peptide fluorescence polarization, 1 h. inhibition, % at 20 µM. 330,000 compounds, 0.02% hits;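 active means highest replicate inhibition of at least 40%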;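 further: plate controls were DMSO neutral control wells for no effect and unlabeled competitor peptide control wells for full effect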
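Read-out basis: mP drop reported as inhibition | Assay system: Tagged CAL PDZ protein CerCALP, purified | Benchmarks: Unlabelled peptide for full inhibition, DMSO wells as neutral | Schedule: 1 h incubation at room temperature before polarization reading | Buffer or medium: Sodium phosphate/NaCl buffer pH 7.4 with TCEP, IgG, Thesit | Doses: Single point, 20 µM | Measured by: Fluorescence polarization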
PvdQ acylase: blocks Pseudomonas aeruginosa PvdQ acylase activity; purified PvdQ acylase, fluorescence plate reader; 340,000 compounds, 0.063% hits; inhibition, % at 10 µM; AID 488965; in the data active means inhibition above about 30%, passing the limit was not always enough; inconclusive means no clear call, values can overlap the other calls;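 further: 0% = vehicle neutral wells and 100% = reference inhibitor wells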
phage Ecoli inh: E. coli growth loss with phage present; 360,000 compounds, 0.26% hits; growth absorbance; inhibition, % at 11.9 µM; in the data active means inhibition above about 11%
Rtt109 HAT inh: C. albicans Rtt109 histone acetyltransferase inhibition. purified Rtt109/Vps75, ThioGlo CoA-SH fluorescence, 4 h. Q5AAJ8. inhibition, % at 34.9 µM. 330,000 compounds, 0.16% hits. AID 540336;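 active means inhibition of at least 50% in every replicate; inconclusive means best replicate reaches 50% inhibition but some replicates fall short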
Target sequence (Q5AAJ8 whole entry, looked up): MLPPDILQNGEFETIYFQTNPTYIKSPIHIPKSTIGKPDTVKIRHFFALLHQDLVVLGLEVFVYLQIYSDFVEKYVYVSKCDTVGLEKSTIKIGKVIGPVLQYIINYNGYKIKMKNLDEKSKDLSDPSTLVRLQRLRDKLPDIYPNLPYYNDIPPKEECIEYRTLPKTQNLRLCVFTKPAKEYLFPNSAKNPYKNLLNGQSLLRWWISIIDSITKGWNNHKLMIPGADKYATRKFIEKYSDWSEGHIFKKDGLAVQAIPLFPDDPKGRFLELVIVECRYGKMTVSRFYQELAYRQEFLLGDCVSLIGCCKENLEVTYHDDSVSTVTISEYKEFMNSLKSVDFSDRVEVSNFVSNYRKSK
DAGLB inh: blocks human DAGLB lipase activity; 340,000 compounds, 0.059% hits; HEK293T DAGLB membrane lysate, EnzChek fluorogenic substrate; AID 504411; inhibition, % at 5.17 µM; Q8NCG7; in the data active means inhibition above about 34%;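 further: 0% = enzyme with vehicle and 100% = wells lacking enzyme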
Target sequence (Q8NCG7 whole entry, looked up): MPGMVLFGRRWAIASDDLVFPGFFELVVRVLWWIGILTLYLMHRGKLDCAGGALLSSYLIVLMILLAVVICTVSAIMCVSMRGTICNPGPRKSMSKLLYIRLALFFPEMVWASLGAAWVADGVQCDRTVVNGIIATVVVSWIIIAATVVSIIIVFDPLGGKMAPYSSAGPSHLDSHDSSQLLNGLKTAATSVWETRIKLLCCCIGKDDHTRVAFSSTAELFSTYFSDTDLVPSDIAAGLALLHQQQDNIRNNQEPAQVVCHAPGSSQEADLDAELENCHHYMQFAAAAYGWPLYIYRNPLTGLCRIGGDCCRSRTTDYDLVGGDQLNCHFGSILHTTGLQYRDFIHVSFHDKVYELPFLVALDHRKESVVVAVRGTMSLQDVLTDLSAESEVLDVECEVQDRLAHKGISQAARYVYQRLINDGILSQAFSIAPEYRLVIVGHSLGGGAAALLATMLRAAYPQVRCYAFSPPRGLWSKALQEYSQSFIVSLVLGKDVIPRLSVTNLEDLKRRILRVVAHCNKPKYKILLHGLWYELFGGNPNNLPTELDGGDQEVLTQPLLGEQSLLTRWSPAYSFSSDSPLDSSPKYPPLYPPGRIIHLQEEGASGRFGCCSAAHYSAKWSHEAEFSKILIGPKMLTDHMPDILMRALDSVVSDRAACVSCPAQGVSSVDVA
AddAB inh: less growth of phage-infected E. coli with AddAB; E. coli expressing H. pylori AddAB, absorbance growth; inhibition, % at 11.9 µM; 330,000 compounds, 0.29% hits; in the data active means inhibition above about 12%;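 further: 0% = vehicle wells of infected cells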
Tat transport: E. coli Tat transport inhibition. E. coli MC4100 TorA-mCherry Tat export, fluorescence. inhibition, % at 10 µM. 340,000 compounds, 0.036% hits. AID 488895;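 active means mean replicate inhibition at least 50% and at least half of replicates individually reaching 50%; inconclusive means only one of the two criteria met; inactive means neither criterion met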;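 further: exported cargo escapes ClpAP degradation while cytoplasmic cargo is degraded and loses fluorescence; 0% = median of neutral control wells and 100% = median of NaSCN control wells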
PfHsp90 yeast 2: growth inhibition of yeast expressing Plasmodium Hsp90; 310,000 compounds, 0.32% hits; S. cerevisiae expressing PfHsp90, BacTiter-Glo ATP, 48 h; yeast lacking PDR1 and PDR3 efflux regulators; AID 504621; inhibition, % at 9.4 µM;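 active means every replicate shows inhibition above about 80%, whatever the replicate mean, limit read from the data; inconclusive means mean inhibition reaches the set limit but some replicate falls short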;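 further: 0% = DMSO neutral controls and 100% = 20 µM radicicol positive controls; yeast relying on Plasmodium falciparum Hsp90 in place of its own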
Ecoli viability: reduces bacterial viability in AddAB counter-screen; E. coli V3065 growth, OD600 absorbance, 18 h; inhibition, % at 11.9 µM; 330,000 compounds, 0.27% hits; AID 449728;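 active means inhibition above the campaign's mean inhibition across all tested compounds plus 3 SD, cut at about 9.9% in these data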;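 further: uninfected addAB+ strain grown without phage in ampicillin broth; 0% = DMSO wells and 100% = ciprofloxacin 0.95 µg/ml wells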
Wnt act: activates Wnt/beta-catenin signaling in a reporter cell assay. activation, % at 9.35 µM. activator, plate reader. 300,000 compounds, 1.2% hits; in the data active means activation above about 30%, passing the limit was not always enough; inconclusive means no clear call, values can overlap the other calls;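 further: 0% = neutral control wells and 100% = positive control wells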
The depositor's hits bear a star; u = inconclusive; x = not tested or not shown. Only part of the results is shown. The share of hits here may be higher or lower than overall.

SMILES	CAL PDZ inh	PvdQ acylase	phage Ecoli inh	Rtt109 HAT inh	DAGLB inh	AddAB inh	Tat transport	PfHsp90 yeast 2	Ecoli viability	Wnt act
CC1=C(C(=O)O)N2C(=O)C(NC(=O)Cc3ccccc3)C2SC1 (stereo not given)	0.5	-12	1.0	-3	1	0.3	-10	30	-1.6	0
Cc1cc(C(=O)NP(=O)(N2CCOCC2)N2CCOCC2)c(C)n1C1CC1	-2.8	-3	4.4	-18	0	-0.6	2	6	1.1	-1
CN1C2CCC1CC(=NO)C2	1.3	8	0.9	4	-1	3.9	2	-1	-0.2	1
Cc1c(C=O)c2ccccc2n1Cc1ccccc1	0.0	-15	0.2	8	1	1.1	0	-21	-0.8	6
COc1ccccc1N1CCN(Cc2cccc(OC)c2O)CC1	-2.1	-4	1.5	-3	-1	-0.9	-8	x	-1.1	x
COc1ccc2c(c1O)[C@]13CCN(C)[C@H](C2)[C@@H]1CCC(=O)C3	-3.4	-8	3.8	-8	-1	2.2	0	-14	-0.8	1
Cc1cccn2c(=O)c3c(nc12)N1CCC(Cc2ccccc2)CC1C1(C3)C(=O)N(C)C(=O)N(C)C1=O (stereo not given)	x	-14	1.1	4	3	2.0	24	x	-1.4	x
c1ccc(C2OCCN3CCCCC23)cc1 (stereo not given)	0.0	-15	0.5	5	0	1.4	-4	-8	0.0	x
COc1cc2c(cc1O)[C@@H]1Cc3ccc(OC)c(O)c3CN1CC2	0.3	-7	2.4	1	-1	-2.9	-3	12	-3.6	-3
O=C(N/N=C/c1c(O)n(C2CC2)c(=S)[nH]c1=O)c1ccccc1O	-0.6	16	5.4	-1	2	1.1	-4	-1	0.3	-6
CCN(CC)c1ccc(/C=C2\C(=O)NC(=O)N(CC3CCCO3)C2=O)cc1 (stereo not given)	-2.1	-2	2.4	11	1	2.4	-7	x	-1.3	7
CCCCCCN=C(C)c1c(O)n(CCCC)c(=O)[nH]c1=O	-0.6	-12	0.7	1	-4	0.8	10	-21	2.0	x
CC(=O)[C@@]1(O)CC[C@H]2[C@@H]3CC=C4C[C@@H](O)CC[C@]4(C)[C@H]3CC[C@@]21C	-0.2	-5	3.5	-5	1	-2.7	-3	-10	-0.1	-6
CCOC(=O)c1[nH]c(C)c(C(=O)N2CCC3(CC2)OCCO3)c1C	0.0	2	-0.9	2	3	-1.4	-3	x	-1.2	x
C=CP(=O)(O)c1ccccc1	1.2	7	3.1	9	-1	3.1	0	-7	-1.0	1
CN1CCC2(CC1)CC(NC=O)c1ccccc1O2 (stereo not given)	-0.7	21	3.9	9	-2	4.3	5	23	3.2	-1
CC12CCC3C(CCC4C/C(=N/O)CCC43C)C1CCC2O (stereo not given)	-1.6	-12	1.5	-5	2	5.2	-11	15	-0.2	-1
CCOC(=O)C1=C(N)OC2=C(C(=O)CCC2)C12C(=O)N1c3c(ccc(C)c32)C(C)=CC1(C)C (stereo not given)	-0.1	-13	3.7	2	3	2.5	-1	0	-2.0	-2
CN(C)c1ccc(P(=S)(N(C)C)N(C)C)cc1	0.7	-3	5.4	-1	-1	1.5	-7	3	0.3	x
Cc1cccc(CCNCc2cc3cccc(C)c3[nH]c2=O)c1	-0.2	2	3.8	5	-2	x	9	-14	x	1
C=C(CO)CC1CC(O)[C@]2(C)OC3CC4OC5C[C@]6(C)O[C@]7(C)CCC8OC9C[C@]%10(C)OC%11C(C)=CC(=O)OC%11CC%10OC9C[C@@H](C)C8OC7CC6O[C@]5(C)C/C=C\C4OC3CC2O1 (stereo not given in full)	-0.1	-14	1.7	3	-2	6.7	9	1	0.2	2
OC1(c2ccccc2)CCNC2CCCCC21 (stereo not given)	0.5	1	1.7	9	2	0.5	15	2	0.2	-1
C#CCN1CCN(c2ccc(F)cc2)CC1	-2.3	11	0.9	12	1	4.0	-6	-4	0.6	0
COC(=O)C1=CO[C@H](C)[C@H]2CN3CC[C@@]4(C(=O)Nc5ccccc54)[C@@H]3C[C@H]12	0.8	2	-0.2	2	3	3.5	11	-21	3.0	-1
Cc1ccc(C2=CCNCC2)cc1	0.4	-4	2.9	2	1	2.2	1	-6	-0.9	4
CC(C)(C)C(=O)N1Cc2ccccc2-n2nncc2C1	0.3	15	2.9	0	-1	x	-13	-4	x	-2
O=C1NC(=O)N(Cc2ccco2)C(=O)/C1=C\c1ccc(-c2ccc(F)cc2)o1	x	x	2.9	x	x	6.2	x	x	1.5	28
CC(N)C(=O)c1ccco1 (stereo not given)	-0.2	8	3.5	1	-3	2.5	-1	-9	-1.5	x
CCCCCn1c(=O)c(C(=O)NCc2ccco2)c(O)c2ccccc21	-1.7	8	2.0	4	0	-3.0	0	9	-1.8	-1
CC12CC(=O)C3C(CCC4CC(=O)C=CC43C)C1CCC2=O (stereo not given)	-1.2	-15	3.5	0	2	x	3	3	x	3
Cc1cc(Cl)nc(N)n1	-0.8	-5	3.2	1	-2	3.4	-3	-5	0.0	0
CCOC(=O)C1(c2ccccc2)CCN(CCC(C#N)(c2ccccc2)c2ccccc2)CC1	0.6	8	5.9	17	-17	-0.6	10	36	0.9	-1
Cc1c(CCN)ccc2c1[nH]c1ccccc12	-0.8	3	2.9	-1	-7	0.4	-2	6	1.8	-1
O=C(O)c1cccc2c1NC(c1cccc([N+](=O)[O-])c1)C1CC(Sc3ccccc3[N+](=O)[O-])C(Cl)C21 (stereo not given)	0.0	11	2.5	-7	15	x	-7	2	x	-1
Cn1cccc1/C=C1/C(=O)NC(=O)N(Cc2ccccc2)C1=O	1.1	-14	0.2	24	10	1.7	-8	-9	-1.4	-1
Cc1nc2ccccc2n1C1CCN(Cc2nnnn2CCc2ccccc2)CC1	x	-10	1.0	0	-1	-2.4	-1	x	-1.1	x
CCOP(=O)(OCC)c1cc(CC)ccc1O	-3.1	-9	-1.4	-12	-1	-0.3	-6	-6	0.2	-1
C=CCN1CCc2cccc3c2[C@H]1Cc1ccc(O)c(O)c1-3	-1.0	-7	-0.6	1	7	2.4	5	-1	0.8	0
CC1CCCN(CC(=O)N2CCCc3ccccc32)C1 (stereo not given)	-1.4	-7	-0.2	0	-2	1.5	4	-14	0.7	x
COC(=O)C1=C(c2ccc(-c3ccccc3)c(F)c2)C[C@@H]2CC[C@H]1N2C(=O)NCCc1ccccc1	-0.9	5	3.3	2	-12	2.8	9	-6	2.8	-5
C=CC[C@@H](CC/C=C/C=C/CC/C=C\[C@@H]1CSC([C@@H]2C[C@@H]2C)=N1)OC	-0.3	3	x	6	2	1.5	-2	1	-3.0	x
O=C(CCNC(=O)N1C[C@H]2C[C@@H](C1)c1cccc(=O)n1C2)Nc1ccc(F)cc1	-0.5	-6	3.2	-3	0	3.2	-5	22	-0.5	-1
CC(=NCC1CCCO1)c1c(O)n(C2CCCCC2)c(=O)[nH]c1=O (stereo not given)	-2.4	-10	-1.6	-2	-3	1.1	-3	-1	-0.8	6
O=c1[nH]c2ccccc2c(=O)n1-c1cccc(Cl)c1	-2.0	3	2.6	13	4	-0.9	-1	9	-1.9	-4
COc1ccc(OC)c(CC(=O)N(C)C2CCCN(Cc3ccccc3F)C2)c1 (stereo not given)	-1.0	-4	1.1	10	-2	1.5	-4	-2	-0.3	4
C[C@H]1O[C@@H](OC2CC[C@]3(C=O)[C@H]4CC[C@]5(C)[C@@H](C6=CC(=O)OC6)CC[C@]5(O)[C@@H]4CC[C@]3(O)C2)CC2OC(C)(C)OC21 (stereo not given in full)	1.5	2	2.3	-6	-2	0.4	-5	8	-1.0	-14
CCC(CC)C(=O)NC1CCSC1=O (stereo not given)	x	-14	-0.1	4	1	2.5	1	10	0.3	x
COC(=O)C1=C(c2cccc(OCc3ccccc3)c2)C[C@@H]2CC[C@H]1N2C(=O)NCc1ccc(OC)c(OC)c1	-0.1	-8	0.2	-5	-3	-1.3	-1	13	-0.9	-1
COC(=O)C1=C(C(=O)OC)C2OC1c1cc3ccccc3cc12	0.7	-13	0.2	-9	-3	x	-1	132*	x	-5
COC(=O)C1=C(c2ccc(OCc3ccccc3)cc2)C[C@@H]2CC[C@H]1N2C(=O)NCc1ccc(OC)c(OC)c1	-0.5	9	0.6	16	-4	0.3	7	-8	1.1	-3
Cc1cc(OCC(=O)NCc2ccncc2)c2c3c(c(=O)oc2c1)CCC3	-3.3	-10	2.4	-20	1	-3.4	-3	-1	-3.0	1
Cc1cc(C)n2nc(SCC(=O)N3CCC4(CC3)OCCO4)nc2n1	0.3	-15	1.8	-2	2	0.6	-1	19	-1.7	x
CCC(=Nc1ccc2c(c1)CCC2)c1c(O)n(C2CCCCC2)c(=O)[nH]c1=O	0.4	-7	1.6	9	0	1.5	14	x	1.5	x
c1ccc(CCNCc2ccccc2)cc1	0.2	0	2.6	1	-1	-0.3	-13	4	-1.4	x
CN1CCC(N(C)c2nc(-c3ccc([N+](=O)[O-])cc3)nc3ccccc23)CC1	2.7	5	3.9	u	0	x	8	4	x	x
Cc1cccc(N=C2c3cc([N+](=O)[O-])ccc3-c3c2cc([N+](=O)[O-])cc3[N+](=O)[O-])c1	0.2	1	5.1	7	5	x	-2	107*	x	-6
COC(=O)C1=C(N)Oc2c(c(=O)oc3ccccc23)C1c1cccnc1 (stereo not given)	-5.4	-22	3.4	-2	-3	-0.5	-2	19	0.2	x
COc1ccc(CN2CCN(c3ccccc3F)CC2)cc1O	-2.7	-15	3.9	2	-9	0.7	2	-38	-0.1	x
C[N+]1(CC2COC(c3ccco3)O2)CCCCC1 (stereo not given)	-0.7	3	1.7	x	1	1.2	3	-4	0.0	-3
Cc1ccc(C(=O)NC2CC3CCC(C2)N3)cc1 (stereo not given)	-0.5	-7	0.6	1	-1	0.5	-4	15	1.7	0

Next part:
SMILES	CAL PDZ inh	PvdQ acylase	phage Ecoli inh	Rtt109 HAT inh	DAGLB inh	AddAB inh	Tat transport	PfHsp90 yeast 2	Ecoli viability	Wnt act
O=P(O)(Oc1ccccc1)OC(c1ccccc1)C(F)(F)F (stereo not given)	-1.3	3	3.5	6	-1	3.3	15	24	-2.0	-5
Cc1ccc(OCCOc2cccc(C=C3C(=O)NC(=O)NC3=O)c2)c(C)c1	-0.4	1	-2.5	1	0	2.5	7	-30	0.5	11
CCN(CC)CCCN=C(C)c1c(O)n(C2CCCCC2)c(=O)[nH]c1=O	-2.4	6	3.1	9	3	-0.2	-1	28	-3.2	x
CCOc1cc2c(cc1OCC)-n1cccc1C(c1ccc(OC)c(O)c1)NC2 (stereo not given)	-1.2	-5	0.6	7	-3	0.8	0	-13	-2.2	-3
COC(=O)C1=C(c2ccc(-c3ccccc3)c(F)c2)C[C@@H]2CC[C@H]1N2C(=O)NC1Cc2ccccc2C1	0.4	-1	6.8	6	-7	2.6	-3	-4	0.0	-1

Whole records as entered above. Order of values: CAL PDZ inh, PvdQ acylase, phage Ecoli inh, Rtt109 HAT inh, DAGLB inh, AddAB inh, Tat transport, PfHsp90 yeast 2, Ecoli viability, Wnt act
CC(=NCC1CCCO1)c1c(O)n(C2CCCCC2)c(=O)[nH]c1=O (stereo not given) is listed with -2.4, -10, -1.6, -2, -3, 1.1, -3, -1, -0.8, 6
O=c1[nH]c2ccccc2c(=O)n1-c1cccc(Cl)c1 is listed with -2.0, 3, 2.6, 13, 4, -0.9, -1, 9, -1.9, -4
